Myeloid diff MLP: compounds promoting myeloid differentiation | ER-HoxA9 myeloid progenitors, lysozyme-GFP differentiation, flow cytometry | calls only at 10 µM | 360,000 compounds, 1% hits;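 active = normalized GFP-positive differentiation at or above the plate's own cutoff, the solvent-only control mean plus 3 SD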;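 note: cells exposed to compound for four days before flow analysis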
NOD2 inhibition: inhibition of NOD2-driven NF-kB reporter – cell-based, luminescence, uHTS, HEK293 (AID 1566); HEK293 NOD2/NF-kB luciferase reporter, luminescence; higher % means a stronger effect; inhibition, % at 4 µM; hits with a dose series show EC50 in µM; 290,000 compounds, 0.63% hits; note: many of its hits are not listed in these tables
NOD1 inhibition: NOD1 signaling inhibitors, primary screen, cell-based, luminescence, uHTS (AID 1578); NOD1-driven NF-kB luciferase reporter cells, luminescence; higher % means a stronger effect; inhibition, % at 4 µM; hits with a dose series show EC50 in µM; 290,000 compounds, 1% hits; in the data active = inhibition mostly above about 36%, no sharp cut-off; inactive = mostly below about 34%;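 note: HEK-293T reporter cells stimulated with the NOD1 agonist gamma-tri-DAP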
GPR55 antagonists: GPR55 antagonists blocking LPI-driven arrestin recruitment, primary screen, imaging, U2OS, beta-arrestin-GFP, LPI agonist (AID 2013). U2OS GPR55 beta-arrestin-GFP translocation imaging, LPI antagonism; higher % means a stronger effect. 290,000 compounds, 0.13% hits. inhibition, % at 10 µM; hits with a dose series show IC50 in µM;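 active = spots per cell inhibited over 60%, with over 100 cells counted and total cytoplasm intensity under 500,000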;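 note: U2OS cells stably carrying GPR55 and arrestin-GFP stimulated by 5 µM LPI near EC80; imaged beta-arrestin-GFP aggregate spots per cell after agonist stimulation; plate controls were LPI-stimulated DMSO wells for no effect and DMSO wells without LPI for full effect; some results filed as inactive read as strong as hits; confirmed hits need IC50 under 10 µM and bright autofluorescent wells are also inconclusive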
KOR beta-arrestin-1: kappa opioid receptor activators – cell-based, luminescence, uHTS, primary screen (AID 1777). KOR beta-arrestin recruitment, luminescence; higher % means a stronger effect. activation, % at 10 µM, or EC50 in µM where a hit was titrated. 280,000 compounds, 0.02% hits; in the data active = activation above about 50%, passing the limit was not always enough; note: a part of the inactive calls stands beside numbers as strong as those of hits
GPR55 beta-arrestin: GPR55 agonists via beta-arrestin recruitment, primary screen, imaging, U2OS cells, beta-arrestin-GFP redistribution (AID 1961). U2OS GPR55 beta-arrestin-GFP redistribution imaging; higher % means a stronger effect. activation, % at 10 µM, or EC50 in µM where a hit was titrated. 290,000 compounds, 0.048% hits;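 active = activation above 40% with more than 50 cells counted in the well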;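 note: U2OS osteosarcoma cells stably expressing GPR55 and beta-arrestin-GFP; plate controls were DMSO negative control for no effect and LPI positive control for full effect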
NTR1 agonist: NTR1-driven beta-arrestin-GFP spot formation – imaging, U2OS cells, high content, primary screen (AID 493036); P30989; agonist mode; activation, % at 20 µM; 330,000 compounds, 0.17% hits;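 active = activation at or above 40% of the spot to cytoplasm intensity ratio, with at least 20 cells analyzed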;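 note: 0% = DMSO without peptide and 100% = 100 nM NTR1 peptide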
Target sequence (P30989 whole entry, looked up): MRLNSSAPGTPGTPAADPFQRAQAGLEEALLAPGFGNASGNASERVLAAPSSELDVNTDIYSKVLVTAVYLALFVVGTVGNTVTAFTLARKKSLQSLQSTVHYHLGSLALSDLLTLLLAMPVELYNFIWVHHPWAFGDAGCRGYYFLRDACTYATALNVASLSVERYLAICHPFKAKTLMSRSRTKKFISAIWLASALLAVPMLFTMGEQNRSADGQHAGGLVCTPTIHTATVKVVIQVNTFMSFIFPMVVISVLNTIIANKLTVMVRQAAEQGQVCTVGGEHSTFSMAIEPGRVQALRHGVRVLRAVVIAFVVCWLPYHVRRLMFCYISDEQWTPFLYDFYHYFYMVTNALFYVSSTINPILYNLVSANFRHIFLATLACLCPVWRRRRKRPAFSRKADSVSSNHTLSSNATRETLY
T cell modulator: modulates CD8 T cell binding to vesicles; AID 2052; 2C CD8+ T cell-vesicle binding, flow cytometry; active compounds read low; 330,000 compounds, 0.068% hits; calls only at 7 µM;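 active = response, share of CD8 T cells binding vesicles, and their 90th percentile fluorescence all below set limits, cut at about 80% in these data, passing the limit was not always enough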
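Material: murine 2C transgenic CD8+ T lymphocytes / Also added: QL9-peptide-loaded Drosophila micro-vesicles bearing Ld, ICAM-1 and B7-1 / Schedule: binding step 1.5 h, 37 °C, antibody labelling 20 min, ice / Signal: flow cytometry, PE anti-B7-1 (FL2) versus Alexa647 anti-CD8 (FL8), PFA-fixed / Evaluation: percent CD8+ FL2 mean versus row control / Benchmarks: naked versus QL9-loaded vesicles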
KOR beta-arrestin-2: KOR antagonists, beta-arrestin recruitment, cell-based, luminescence, uHTS (AID 1778). KOR beta-arrestin recruitment, luminescence, antagonist mode; higher % means a stronger effect. 290,000 compounds, 0.091% hits. inhibition, % at 10 µM; hits with a dose series show IC50 in µM; note: strong numbers were not always called active
T cell modulator vesicle-bound %: further read-out of T cell modulator, marked with its call; double positive events, %; measured here: CD8+ vesicle-bound cell fraction;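 binding gate set so that unloaded-vesicle control wells show 10% double positive cells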
NTR1 agonist cell count 20 µM: further read-out of NTR1 agonist, marked with its call; cell count; measured here: cell count, cytotoxicity flag
Myeloid diff MLP GFP+ MAC1+ %: further read-out of Myeloid diff MLP, marked with its call; GFP+ MAC1+ double positive, %; measured here: differentiation confirmed by MAC1 staining
* = called active by the depositor; i = inactive; [ ] = remark or other dose. Cut-off read from the data, not from the text of the source, unless noted: active = inhibition above about 50%; inactive = the rest. Only part of the results is shown. The share of hits here may be higher or lower than overall.

Fields: KOR beta-arrestin-1, NTR1 agonist, GPR55 antagonists, NTR1 agonist cell count 20 µM, NOD1 inhibition, NOD2 inhibition, Myeloid diff MLP GFP+ MAC1+ %, GPR55 beta-arrestin, T cell modulator vesicle-bound %, T cell modulator, KOR beta-arrestin-2, Myeloid diff MLP
CCn1c(C)nc2cc(C#N)ccc21
 : -2.8%, -2.4, -6.5%, 38, -31.7%, 16.1%, 0.4, 0.5%, 12.0, i, 11.3%, i
Cn1c(/C(C#N)=C(\O)c2ccc([N+](=O)[O-])s2)nc2ccccc21
 : -3.1%, -0.8, 0.7%, 82, -11.5%, 1.3%, 1.1, -0.1%, 44.0, i, 21.1%, i
COc1ccc(CC(=O)NCc2ccc3c(c2)OCO3)cc1
 : -0.6%, -0.3, -10.1%, 63, -13.4%, 2.8%, 0.9, 0.2%, 24.7, i, -8.3%, i
CCOC(=O)c1c(C)oc2ccc(OCC(N)=O)cc12
 : -3.6%, -1.0, 13.7%, 49, -10.0%, -1.5%, 6.8, 0.2%, 5.9, i, 3.4%, i
Cc1cc(NC(=O)/C(C#N)=C/c2ccc(-c3ccc(SC(F)F)cc3)o2)n(-c2ccccc2)n1
 : 4.5%, 25.7, 12.7%, 64, -52.4%, -25.5%, 0.5, 0.1%, 48.8, i, -33.6%, i
O=C1CCN(Cc2ccc([N+](=O)[O-])cc2)CCN1[C@H](CO)Cc1ccccc1
 : -5.8%, -0.3, 1.4%, 89, 21.2%, -8.0%, 0.4, 0.7%, 15.5, i, -9.4%[20 µM], i
O=C(O)c1ccccc1OCC1CCCO1 (configuration not stated)
 : 3.8%, -0.2, -15.1%, 43, -13.4%, -1.7%, 0.3, -0.4%, 35.5, i, -8.9%, i
O=S(=O)(NCc1ccccn1)c1ccc(Br)s1
 : -1.3%, 0.5, -0.1%, 72, 2.5%, 11.2%, 0.1, -0.2%, 32.4, i, -0.3%, i
CCOC(=O)c1cnn(Cc2ccc(C)cc2)c1N
 : 0.1%, -0.2, -6.7%, 45, -41.7%, -2.6%, 0.5, 0.5%, 49.3, i, -24.6%, i
Cc1ccc(CN2CCNC(=O)C2CC(=O)N(C)C(C2CC2)C2CC2)o1 (configuration not stated)
 : -4.6%, 0.0, -2.1%, 69, 4.4%, -13.3%, 0.6, 0.5%, 32.3, i, -14.5%, i
O=C(Cc1cccc2ccccc12)N/N=C1\CCCc2ccccc21
 : 5.7%, 1.6, 5.2%, 80, 13.0%, 40.9%, 0.4, 0.6%, 37.8, i, -16.3%, i
CC1(C)CN(c2cccc(C#N)c2)C1=O
 : 1.4%, -0.8, -7.3%, 52, -8.8%, 5.2%, 0.1, -0.6%, 53.1, i, -14.9%, i
Cc1csc(NC(=O)COCC(=O)O)c1-c1nc2ccccc2s1
 : 1.4%, 0.0, -9.8%, 56, -5.1%, 17.1%, 0.4, -0.2%, 25.2, i, -25.7%, i
O=C(CN1CCN(c2ccccn2)CC1)Nc1cc(C(F)(F)F)ccc1Cl
 : -0.3%, 1.1, 19.2%, 48, 5.8%, 20.3%, 0.9, -0.2%, 40.0, i, -20.2%, i
O=C(O)CCCn1c(=S)[nH]c2c(sc3ccc([N+](=O)[O-])cc32)c1=O
 : -7.2%, 2.1, -1.9%, 50, -39.4%, -11.6%, 0.3, -0.5%, 12.6, i, -16.3%, i
Cc1c(CCC(=O)NCCCn2ccnc2)c(=O)oc2cc3oc4c(c3cc12)CCCC4
 : -2.2%, 10.6, -5.3%, 88, 13.4%, 35.7%, 3.2, -0.2%, 34.3, i, -16.1%[20 µM], i
Cc1ccc(C)c(N(CC(=O)N2CCCCCC2)S(C)(=O)=O)c1
 : -5.1%, -0.1, 16.0%, 73, -20.3%, -13.4%, 0.6, 0.7%, 10.1, i, 14.5%[20 µM], i
Cc1ccc(-c2nnn(CC(=O)NCC3COCCO3)n2)o1 (configuration not stated)
 : -1.7%, 0.4, -6.3%, 63, -1.3%, -7.6%, 0.8, -0.1%, 35.5, i, -8.1%, i
CC1(C)CC(=O)C2=C(C1)N(Cc1cccnc1)C(=O)C2(NC(=O)C1CC1)C(F)(F)F (configuration not stated)
 : -1.7%, 0.0, 3.1%, 89, -5.2%, 11.3%, 0.8, 0.2%, 58.2, i, 26.6%, i
O=C1Nc2ccc(S(=O)(=O)N3CCOCC3)c3cccc1c23
 : 5.9%, 1.0, 5.7%, 61, -5.1%, 15.6%, 2.9, -0.2%, 12.7, i, -12.4%, i
COc1ccc(CNC(=O)Nc2ccc(OC)cc2)cc1
 : -2.3%, -0.2, 7.2%, 31, -17.0%, -9.2%, 0.7, -0.2%, 43.5, i, 17.5%, i
C=CCOc1ccc2nnc(C)n2n1
 : -0.8%, -1.1, 3.9%, 93, -9.7%, 12.4%, 0.3, 0.7%, 62.0, i, 9.2%, i
CCOc1ccccc1CNC(=O)CN1C(=O)CSc2ccc(S(=O)(=O)N3CCOCC3)cc21
 : -0.9%, 0.0, 14.8%, 77, -4.3%, 7.7%, 0.9, 0.1%, 16.4, i, 8.4%, i
Cc1ccccc1C(=O)NC(=S)Nc1ccc(N2CCOCC2)cc1
 : -1.1%, -1.8, 9.8%, 51, -17.8%, -0.3%, 0.0, -0.2%, 20.2, i, 17.7%, i
C=CCN1C(=O)NC(c2ccc(OC)cc2)(C(F)(F)F)S/C1=C(\C#N)c1nnc(N2CCOCC2)n1-c1ccccc1 (configuration not stated)
 : 7.2%, 1.8, 8.3%, 40, 20.5%, 8.6%, 0.3, 0.2%, 5.8, i, 11.7%, i
O=C(NNS(=O)(=O)c1ccccc1)C1CCN(S(=O)(=O)c2ccc(Cl)cc2)CC1
 : -4.7%, 4.0, 3.8%, 91, -16.4%, 9.1%, 0.6, 0.1%, 63.7, i, 10.1%, i
COc1ccc(NC(=O)c2ccc(Cl)c(S(=O)(=O)N3CCc4ccccc4C3)c2)cn1
 : 4.8%, 5.1, -3.5%, 86, 64.8%, 37.6%, 0.8, -0.2%, 46.5, i, -15.0%, i
CCCCn1c(SCC(=O)c2ccc(O)cc2O)nc2cc(S(N)(=O)=O)ccc21
 : 2.6%, 0.3, -7.3%, 38, -20.8%, 11.6%, 0.4, 0.0%, 24.3, i, -32.5%, i
COc1cccc(-c2nc(CS(=O)(=O)CC(=O)NCCCN3CCc4ccccc4C3)c(C)o2)c1
 : 1.5%, -5.9, 10.3%, 70, 13.1%, 11.5%, 0.3, 0.0%, 16.6, i, -13.8%, i
CC[C@@H](C)[C@H](NC(=O)Cc1c(C)c2cc3c(C)c(C)oc3c(C)c2oc1=O)C(=O)O
 : -2.1%, 0.2, -0.2%, 71, -4.0%, 1.4%, 0.7, -0.1%, 22.8, i, 8.8%, i
COc1cc(C(=O)NC(C)c2ccc(-n3ccnc3)cc2)cc(OC)c1C (configuration not stated)
 : 2.0%, 1.0, -4.0%, 47, -8.6%, -0.2%, 0.3, 0.1%, 24.8, i, -21.8%, i
O=C(OCC(=O)N1CCCCC1)c1cc2ccccc2cc1O
 : -0.4%, 0.9, 5.3%, 44, -61.1%, -31.5%, 0.7, 0.2%, 42.0, i, 7.2%, i
CSc1n[nH]c(=S)n1N
 : -4.1%, 1.2, 1.6%, 41, 4.2%, 8.6%, 0.3, -0.1%, 45.2, i, 21.3%, i
Cc1cccc(NC(=S)N2CCCN(c3ncccc3[N+](=O)[O-])CC2)c1
 : -4.8%, 0.1, 10.1%, 54, -3.2%, 2.7%, 0.4, -0.2%, 14.3, i, 1.2%, i
CC(=O)N1N=C(c2cccs2)CC1c1cccc([N+](=O)[O-])c1 (configuration not stated)
 : -6.7%, 3.0, 4.0%, 52, -10.2%, 2.9%, 0.6, -0.2%, 34.7, i, 14.4µM*, i
O=C(O)Cn1c(-c2ccccc2)nc2ccccc21
 : 12.4%, 0.4, 15.8%, 47, -0.3%, 7.6%, 0.8, 0.2%, 46.0, i, 1.5%, i
Oc1ccc(-c2nc3ccccc3nc2-c2ccccc2)cc1
 : -3.2%, 2.9, 11.1%, 40, 7.6%, 39.2%, 0.4, -0.1%, 45.1, i, 12.6%, i
CCOC1=C/C(=C/c2c(N)n3nc(S(=O)(=O)CC)sc3nc2=O)C=CC1=O
 : -3.2%, 0.8, 5.4%, 40, -44.0%, -1.0%, 0.6, -0.5%, 43.4, i, -12.6%, i
Cc1ccc(C(=O)N2CCN(c3cccc(C)c3C)CC2)o1
 : 2.2%, -1.1, -21.5%, 57, -2.3%, 4.7%, 0.0, -0.2%, 6.0, i, -8.1%, i
CCN(CC)C(=O)Cn1cnc2sc(C(=O)N3CCN(c4ccc(OC)cc4)CC3)c(C)c2c1=O
 : 2.1%, 1.0, 8.6%, 44, -23.9%, -1.1%, 6.1, 0.0%, 21.2, i, -36.6%, i
COc1ccc(CN2CCNC(=O)C2CC(=O)NCCSc2nccn2C)c(OC)c1 (configuration not stated)
 : 2.5%, -1.1, 0.0%, 60, -23.0%, 21.1%, 0.2, 0.2%, 11.2, i, 3.7%[20 µM], i
Cc1nn(C(=O)/C(C#N)=C/N(C)C)c(C)c1C
 : -1.9%, 0.3, -2.4%, 30, -34.2%, -0.5%, 0.3, -0.2%, 32.2, i, -27.3%, i
Cc1nc2ccc(NC(=O)c3ccc4ccccc4n3)cc2s1
 : 3.2%, 4.3, -7.2%, 57, 4.1%, -55.5%, 0.4, -0.3%, 45.0, i, -6.2%, i
CCOc1cc(CNCCO)cc(Br)c1OCc1ccc(Cl)cc1
 : 2.2%, -0.8, 55.1%, 14, -7.4%, 19.7%, 0.2, -0.1%, 49.5, i, -37.0%, i
